# ST2 IL33 inh: inhibitors of human ST2 (IL1RL1) binding to IL-33; Q01638; AlphaLISA ST2-Fc/biotin-IL-33 interaction, 1 h; inhibition, % for hits at 17 µM; hit rate 2.3% among 78,000; in the data active = inhibition above about 30%; inconclusive = mostly about 10% to 28%
# Target sequence (Q01638 whole entry, looked up): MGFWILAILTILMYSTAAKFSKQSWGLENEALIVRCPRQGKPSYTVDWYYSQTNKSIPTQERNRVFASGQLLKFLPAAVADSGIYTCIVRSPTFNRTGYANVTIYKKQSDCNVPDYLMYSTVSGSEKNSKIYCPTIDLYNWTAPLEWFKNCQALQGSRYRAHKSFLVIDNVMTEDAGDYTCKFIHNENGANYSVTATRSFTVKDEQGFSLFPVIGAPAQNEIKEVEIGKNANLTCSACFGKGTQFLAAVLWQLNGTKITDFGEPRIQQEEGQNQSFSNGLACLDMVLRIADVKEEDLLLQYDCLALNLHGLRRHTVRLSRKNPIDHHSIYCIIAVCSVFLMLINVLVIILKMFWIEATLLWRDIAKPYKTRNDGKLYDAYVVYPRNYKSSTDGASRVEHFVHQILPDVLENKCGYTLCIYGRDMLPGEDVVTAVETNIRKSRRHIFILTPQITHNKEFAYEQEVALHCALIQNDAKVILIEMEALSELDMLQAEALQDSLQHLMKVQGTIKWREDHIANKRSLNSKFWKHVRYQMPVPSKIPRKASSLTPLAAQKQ
# An asterisk follows results filed as active; i = inactive; ? = inconclusive.
SMILES,ST2 IL33 inh
Clc1cccc(N2CCN(Cc3ccc4c(c3)OCO4)CC2)c1,?
Cn1nc(-c2ccccc2)cc1[C@H]1CN2CC[C@H]1C[C@@H]2CNC(=S)Nc1ccccc1,i
CC(=O)N1C[C@@H]2C[C@H](C1)c1ccc(NC(=O)c3ccc(F)cc3)c(=O)n1C2,?
O[C@H]1C[C@@H]2CN(Cc3cnc(C4CCCCC4)nc3)C[C@@H]2C[C@@H]1O,i
COc1ccccc1CNC(=O)[C@H]1CN2CCC1C[C@@H]2Cn1cc(-c2cccc(N)c2)nn1 (stereo partly specified),?
c1cc2c(c(-c3ccc4nc[nH]c4c3)c1)CCNC2,?
Cn1c(=O)cc(SCC(=O)N2CCC3(CC2)OCCO3)c2ccc(Cl)cc21,i
COc1ccc(-n2nc(C(F)(F)F)cc2-c2ccc(Cl)cc2)cc1,i
CC(C)N(CC#CCO)Cc1ccccc1,i
CC(Cc1ccccc1)NC(=O)Cc1ccc(N)cc1 (stereo unspecified),?
COc1ccc(-n2c(=O)[nH]c3ccccc3c2=O)cc1OC,i
COc1ccc(NC(=O)CN2C(=O)C(C)N=C(c3ccccc3)c3ccccc32)cc1OC (stereo unspecified),i
O=c1c(-c2cccs2)ccc2n1C[C@H]1C[C@@H]2CN(Cc2cc3ccccc3o2)C1,?
CN(CCc1ccccc1)Cc1ccccc1[N+](=O)[O-],?
O=[N+]([O-])c1ccc(O[C@@H]2O[C@H](CO)[C@@H](O)[C@H](O)[C@H]2F)c([N+](=O)[O-])c1,?
CCCS(=O)(=O)NC[C@H]1C[C@@H]2CCN1C[C@@H]2c1cc(-c2ccccc2OC)nn1C,i
CCC1(C)CC(CCNCc2ccccc2O)(c2ccc(F)cc2)CCO1 (stereo unspecified),i
C1COCC2(CN1)CN(C1CCOCC1)CCO2 (stereo unspecified),i
Fc1ccc(CN2CCN(c3ccccc3Cl)CC2)cc1,i
C#C[C@H]1CN2CC[C@H]1C[C@@H]2CNC(=O)Nc1ccc(C(C)=O)cc1,i
c1ccc(C2CC2)c(OCC2=NCCN2)c1,?
CCOc1ccc(C2N(c3ccccn3)C(=O)C3CCCN32)cc1 (stereo unspecified),i
COc1ccccc1-c1cc([C@H]2CN3CC[C@H]2C[C@@H]3CNC(=O)c2ccco2)n(C)n1,i
COc1ccc2c(c1)[nH]c1c(C)nccc12,i
CN(C)Cc1ccccc1-c1ccc2n(c1=O)C[C@H]1C[C@@H]2CN(C(=O)c2ccccc2)C1,i
O=[N+]([O-])c1ccc(NCCCN2CCOCC2)c2cccnc12,i
CN(CCc1ccccn1)C[C@H]1CN2CC[C@H]1C[C@@H]2CNC(=O)Nc1ccsc1,i
CSc1cccc(NC(=O)CN2C(=O)C(C)N=C(c3ccccc3)c3ccccc32)c1 (stereo unspecified),?
CSc1ccc(CN2CCN(c3ccccc3F)CC2)cc1,i
NC(CCP(=O)(O)O)C(=O)O (stereo unspecified),i

# Molecules above with an aryl thioether with sulfur outside any ring (3):
SMILES,ST2 IL33 inh
Cn1c(=O)cc(SCC(=O)N2CCC3(CC2)OCCO3)c2ccc(Cl)cc21,i
CSc1cccc(NC(=O)CN2C(=O)C(C)N=C(c3ccccc3)c3ccccc32)c1 (stereo unspecified),?
CSc1ccc(CN2CCN(c3ccccc3F)CC2)cc1,i

# (further entries)
SMILES,ST2 IL33 inh
O=C(c1cc2ccccn2n1)N1CCC2(CC1)OCCO2,i
O=C(CCN1C(=O)C2C3CCC(C3)C2C1=O)Nc1ccc(Cl)cc1C(=O)c1ccccc1 (stereo unspecified),i
Cc1cccc(CN2CCN(c3ccccc3F)CC2)c1,i
COc1ccccc1N1CCN(Cc2ccccc2C)CC1,i
CC(Cn1cncn1)NCc1ccc2nonc2c1 (stereo unspecified),?
Cc1ccc(C(=O)NC[C@H]2C[C@@H]3CCN2C[C@@H]3c2cc(-c3cccs3)nn2C)cc1,i
CN1[C@H]2CC[C@@H]1CN(C(=O)c1nc(N)n[nH]1)CC2,i
O=C1CSC(c2cccc([N+](=O)[O-])c2)c2c(-c3ccccc3)nn(-c3ccccc3)c2N1 (stereo unspecified),i
O=C1C2CCCN2C(c2ccccc2Cl)N1c1ccccn1 (stereo unspecified),?
Cc1c(C(=O)N2CCC3(CC2)OCCO3)oc2ccc(S(=O)(=O)N3CCC(C)CC3)cc12,i
Oc1c(Cl)cc(-c2cc(Cl)c(O)c(Cl)c2)cc1Cl,?
COc1cccc(CN2CCN(c3ccccc3C)CC2)c1OC,i
O=c1c2ccccc2nc(-c2ccccc2)n1-c1ccccc1,i
C[C@@H]1C(=O)O[C@H]2[C@H](O)[C@@]34[C@@H]5OC(=O)[C@@]3(O[C@@H]3OC(=O)[C@H](O)[C@@]34[C@H](C(C)(C)C)[C@H]5O)[C@@]12O,i
N#CC(C#N)=Cc1ccc(O)c(O)c1,i

# Brought forward from above: three compounds; new compounds follow.
SMILES,ST2 IL33 inh
O=c1c2ccccc2nc(-c2ccccc2)n1-c1ccccc1,i
C[C@@H]1C(=O)O[C@H]2[C@H](O)[C@@]34[C@@H]5OC(=O)[C@@]3(O[C@@H]3OC(=O)[C@H](O)[C@@]34[C@H](C(C)(C)C)[C@H]5O)[C@@]12O,i
N#CC(C#N)=Cc1ccc(O)c(O)c1,i
COc1ccc(-c2cc([C@H]3CN4CC[C@H]3C[C@@H]4CNC(=O)NC(C)C)nc(C)n2)cc1OC,?
COc1ccc(CN2CCN(c3cccc(Cl)c3)CC2)c(OC)c1,?
CCCN(CCC)C1CCc2ccc(O)cc2C1 (stereo unspecified),i
Fc1ccc(CN2CCN(c3ccccc3F)CC2)cc1F,i
Fc1cccc(CN2CCN(c3ccccc3)CC2)c1,?
CN1CCN([C@H]2CN(C(=O)Cc3ccc(F)c(F)c3F)C[C@@H]2O)CC1,i
O=C(CN1CCOCC1)c1ccc2cc[nH]c2c1,i
C[C@@H]1CCC/C=C/[C@H]2C[C@@H](O)C[C@@H]2[C@@H](O)/C=C/C(=O)O1,?
O=C1CC(=O)N(c2ccc(F)cc2)C(=O)N1,i
Cc1noc(C)c1CNC(C)Cn1cncn1 (stereo unspecified),i
CC[C@@H](CO)NC(=O)[C@@H]1C=C2c3cccc4c3c(cn4C)C[C@H]2N(C)C1,?
COc1c[nH]c(CN2C[C@@H]3C[C@H](C2)[C@@H]2CCCC(=O)N2C3)cc1=O,?
COc1cccc(C2N(c3ccccn3)C(=O)C3CCCN32)c1 (stereo unspecified),i
O=C(c1cc(-c2ccncc2)nc2ccccc12)N1CCC2(CC1)OCCO2,?
CCOc1ccccc1CN1CCN(C)CC1,i

# The final two compounds of the part before come first, to join the parts:
SMILES,ST2 IL33 inh
O=C(c1cc(-c2ccncc2)nc2ccccc12)N1CCC2(CC1)OCCO2,?
CCOc1ccccc1CN1CCN(C)CC1,i
COCCNC(=O)[C@H]1CN2CC[C@H]1C[C@@H]2Cn1cc(C2(O)CCCC2)nn1,i
O=c1[nH]c2ccccc2c(=O)n1-c1ccc(Cl)c(Cl)c1,i
Cc1ccc(C)c(CN2CCN(c3ccccc3C)CC2)c1,?
Cc1ccc(C(=O)NC[C@H]2C[C@@H]3CCN2C[C@@H]3c2cc(C3CCCCC3)nn2C)cc1,i
Cc1cc(C(=O)C(C)(C)NO)ccc1Cl,i
CN1C(=O)c2ccccc2NC(=O)C1Cc1ccccc1 (stereo unspecified),i
CCCC[N+]1(C)[C@@H]2CC(OC(=O)[C@H](CO)c3ccccc3)C[C@H]1[C@@H]1O[C@@H]12 (stereo partly specified),i
CCCS(=O)(=O)Nc1ccc(=O)n2c1[C@@H]1C[C@@H](CN(S(=O)(=O)c3ccccc3)C1)C2,?
O=C(NCc1ccc2c(c1)OCO2)[C@H]1CN2CCC1C[C@@H]2Cn1cc(CC2CCCCC2)nn1 (stereo partly specified),?
CCOc1cc(CN2CCN(c3ccccc3C)CC2)ccc1O,?
COCCNC(=O)[C@H]1CN2CCC1C[C@@H]2Cn1cc(C(C)(C)C)nn1 (stereo partly specified),i
CC(=O)Nc1ccc(-c2ccc(=O)n3c2[C@@H]2C[C@@H](CN(C(=O)C4CCCCC4)C2)C3)cc1,?
Fc1ccc(N2CCN(Cc3cccc(Br)c3)CC2)cc1,i
CC(=O)c1c(O)n(C)c(=O)n(C)c1=O,i
CCOC(=O)c1nc2ccccc2c(=O)n1-c1ccc(Br)c(C)c1,i
Fc1ccc(N2CCN(Cc3ccc(Cl)cc3)CC2)cc1,?
CC(C)(c1ccccc1)c1ccc(O)cc1,i
CCN(CC)CC#CCOc1ccccc1,i
O=[N+]([O-])CC(c1ccco1)c1c(-c2ccccc2)[nH]c2ccccc12 (stereo unspecified),?
Cn1nc(-c2ccc(F)cc2)cc1[C@H]1CN2CC[C@H]1C[C@@H]2CNC(=S)Nc1cccc(C#N)c1,i
O=[N+]([O-])c1ccc(CN2CCN(c3ccc(Cl)cc3)CC2)cc1,i
O=C(O)c1cccc2c1NC(C(=O)O)C1CC(Sc3ccccc3[N+](=O)[O-])C(Cl)C21 (stereo unspecified),96.0%*
CC[C@H]1CN2CC[C@H]1C[C@@H]2CNS(=O)(=O)c1cccc(C#N)c1,i
COc1ccc(S(=O)(=O)Cc2ccc(C(=O)N3CCC4(CC3)OCCO4)o2)cc1,i
COc1ccc(-c2cc([C@H]3CN4CC[C@H]3C[C@@H]4CNC(=O)C(C)(C)C)nc(C)n2)cc1OC,?
COc1cc(CN2CCN(Cc3ccccc3)CC2)cc(OC)c1,i
O=[N+]([O-])c1ccc(O)cc1CN1CCN(Cc2ccccc2)CC1,i
COc1cc(CN2CCN(c3ccccc3)CC2)cc(OC)c1O,?
NC(=O)c1ccccc1NC(=O)c1cccn(Cc2cccc(Cl)c2)c1=O,i
O=C1C2CCCN2C(c2ccc(Br)cc2)N1c1ccccn1 (stereo unspecified),i
CC(=O)Nc1cccc(NC(=O)c2cccn(Cc3ccc(C(F)(F)F)cc3)c2=O)c1,i
CCOc1cccc(CN2CCCCC2c2cccnc2)c1 (stereo unspecified),i
COc1cccc(CN2CCN(Cc3ccccc3)CC2)c1,i
CCCOc1ccc(C2C(C#N)=C(N)Oc3c2c(=O)oc2ccccc32)cc1OC (stereo unspecified),i
Brc1ccc(CNCCc2c[nH]c3ccccc23)cc1,i
COc1ccc(CCNCc2ccccc2C(F)(F)F)cc1,i
CSCC(=O)N1C[C@@H]2C[C@H](C1)c1ccc(-c3cccc(C(F)(F)F)c3)c(=O)n1C2,i
COc1ccc(C(=O)N2C[C@@H]3C[C@H](C2)c2c(NC(=O)c4ccco4)ccc(=O)n2C3)cc1,?
CCCS(=O)(=O)Nc1ccc(=O)n2c1[C@@H]1C[C@@H](CN(C(=O)Nc3ccc(OC)cc3)C1)C2,i
Cc1nc(-c2cccs2)cc([C@H]2CN3CC[C@H]2C[C@@H]3CNC(=O)N2CCOCC2)n1,?
COC(=O)C1(C)CCC(O)C2(C)c3c(O)cc(C(C)C)cc3C(O)C(OC(C)=O)C12 (stereo unspecified),?
COc1ccccc1CCNCc1ccccc1C(F)(F)F,i
Cn1nc(-c2ccc3ccccc3c2)cc1[C@H]1CN2CC[C@H]1C[C@@H]2CNC(=O)c1ccco1,i
CN1CC2(CCCN(CCc3ccccn3)C2)OC1=O (stereo unspecified),?
COc1cc2c(cc1OC)C(C(C)C)NC(C)(C)C2 (stereo unspecified),i
Fc1cccc(CN2CCN(c3cccc(Cl)c3)CC2)c1,i
Cc1cc(NC(=O)c2cccn(Cc3ccc(Br)cc3)c2=O)no1,i
Cn1nc(C2CCCCC2)cc1[C@H]1CN2CC[C@H]1C[C@@H]2CNC(=S)Nc1ccccc1,i
CC(C)=CCOc1c2occc2cc2ccc(=O)oc12,i
O=C(c1ccc(=O)[nH]c1)N1[C@H]2CCNC[C@@H]1CC2,i
CN(C)c1ccc(CNC[C@H]2C[C@@H]3CCN2C[C@@H]3c2cc(-c3ccco3)nn2C)cc1,i
CCCSc1nc(O)c(CC)c(=O)n1C(C)CC (stereo unspecified),i
Cc1cccc(CN2CCCN(CC(=O)N3CCCC3)S2(=O)=O)c1,?
Oc1cccc(CN2CCN(c3ccccc3Cl)CC2)c1,?
CN1CCN(C[C@H]2CN3CC[C@H]2C[C@@H]3CNC(=O)c2ccc(C(F)(F)F)cc2)CC1,i
N[C@@H](Cn1oc(=O)[nH]c1=O)C(=O)O,i
NCCc1c[nH]c2c(Cl)ccc(Cl)c12,i
C#C[C@H]1CN2CC[C@H]1C[C@@H]2CNC(=O)COc1ccccc1,i
Cc1ccc2c(=O)n(-c3ccc(Cl)c(Cl)c3)c(=O)[nH]c2c1,i
COc1ccc(C(=O)N2C[C@@H]3C[C@H](C2)c2ccc(NC(=O)c4cccs4)c(=O)n2C3)cc1,i
# Other structures
SMILES,ST2 IL33 inh
Cc1cccc(-n2c(-c3cccnc3)nc3ccccc3c2=O)c1,46.0%*
CC(Cc1ccccc1F)NCc1noc(-c2ccc3c(c2)OCO3)n1 (stereo unspecified),i
CSc1ccc(-c2ccc(=O)n3c2[C@@H]2C[C@@H](CN(C(=O)c4cccs4)C2)C3)cc1,i
C=CCN(C)C(=O)[C@H]1CN2CCC1C[C@@H]2Cn1cc(-c2cccc(N)c2)nn1 (stereo partly specified),i
CCCCCc1cc(O)c(CC=C(C)C)c(OC)c1,i
Fc1cccc(CN2CCN(c3ccccc3Cl)CC2)c1,i
CCCS(=O)(=O)NC[C@H]1C[C@@H]2CCN1C[C@@H]2c1cc(-c2ccccc2)nn1C,i
NN=C(N)N,i
Cc1ccc2c(c1)c(C(=O)NC1CCC(n3cnnc3)CC1)nn2C (stereo unspecified),i
O=C(CN1CCCC2(CNC(=O)O2)C1)NCc1ccccn1 (stereo unspecified),i

# Among those listed so far, 2 have two or more sulfur atoms.
SMILES,ST2 IL33 inh
CCCS(=O)(=O)Nc1ccc(=O)n2c1[C@@H]1C[C@@H](CN(S(=O)(=O)c3ccccc3)C1)C2,?
CSc1ccc(-c2ccc(=O)n3c2[C@@H]2C[C@@H](CN(C(=O)c4cccs4)C2)C3)cc1,i

# Some of the compounds tested (hit frequency here may not be typical).
